# Screening data (PubChem)
# PLAP inhibitors HTS = inhibition of human placental alkaline phosphatase – biochemical, luminescence, HTS (AID 690); purified PLAP, luminescent substrate; higher % means a stronger effect; inhibition, % at 20 µM, or IC50 in µM where a hit was titrated; hit rate 0.08% among 96,000; in the data active = a potency from the dose series; inactive = the rest, 99 in 100 with inhibition below about 30%; note: strong numbers were not always called active
# IL1B NFkB inh = blocks IL-1B driven NFkB nuclear translocation in HUVEC cells; HUVEC IL-1B NFkB p65 nuclear translocation imaging; inhibition, % at 2 µM; hit rate 0.43% among 94,000;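 active = inhibition above about 30% together with a positive call from visual inspection of the well image, limit read from the data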;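 note: nuclear over cytoplasmic p65 intensity ratio measured by imaging; 0% = IL-1B stimulated DMSO wells and 100% = unstimulated DMSO wells; values of inactives mirror those of a sister screen read the other way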
# Bcl-B displacement = displacers of TR3 peptide from Bcl-B, primary screen, selectivity assay for Bfl-1 inhibitor project, biochemical, fluorescence polarization; FP displacement of FITC-TR3 peptide from Bcl-B; higher % means a stronger effect; displacement, % at 20 µM; hits with a dose series show IC50 in µM; hit rate 0.11% among 96,000; AID 748;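 active = displacement above 50% at 20 µM plus a fluorescence interference ratio under 1.5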;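 note: plate controls were wells without compound for no effect and wells lacking Bcl-B protein for full effect; a part of the inactive calls stands beside numbers as strong as those of hits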
# NFkB transloc pot = enhances IL-1B driven NFkB nuclear translocation | activation, % at 2 µM | hit rate 0.3% among 94,000 | HUVEC IL-1B NFkB p65 nuclear translocation imaging | AID 819;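 active = activation above 40%, about the mean plus 3 SD, also judged a hit on visual image review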;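 note: percent activation is computed from the nuclear over cytoplasmic p65 intensity ratio; values of inactives mirror those of a sister screen read the other way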
# MRP resist rev = reverses drug resistance mediated by MRP. H69AR cells + 2 uM doxorubicin, CellTiter-Glo, 72 h. differential viability (reversal), % at 10 µM. hit rate 0.04% among 85,000;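 active = viability drop by adding the cancer drug above about 55%, with treated viability meeting a 40% cutoff, limit read from the data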;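 note: viability without doxorubicin minus viability with 2 µM doxorubicin for each compound; larger differential means the compound sensitizes cells more to doxorubicin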
# MRP resist rev cytotoxicity = further read-out of MRP resist rev, marked with its call; viability, %; H69AR cells, CellTiter-Glo, 72 h; measured here: cytotoxicity without doxorubicin
# MRP resist rev with doxorubicin = also measured in MRP resist rev; calls as there; viability, %; measured here: viability with 2 uM doxorubicin; hits give low values
# IL1B NFkB inh cell count 2 µM = also measured in IL1B NFkB inh; calls as there; cell count; measured here: cells passing quality filter;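 raw number of nuclei counted in each imaged well without normalization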
# NFkB transloc pot cell count 2 µM = also measured in NFkB transloc pot; calls as there; cell count; measured here: cells passing quality filter
# * marks the source's active call; other numbers are inactive results; . = no result given. Only part of the results is shown; rates above refer to the full screens.
cpd	SMILES	PLAP inhibitors HTS	IL1B NFkB inh	IL1B NFkB inh cell count 2 µM	Bcl-B displacement	NFkB transloc pot
1	Cc1ccccc1C(=O)Nc1ccc2c(c1)OCO2	15%	-2	146	3%	2
2	COc1ccc(-n2c3c(c(=O)[nH]c2=O)C(C(F)(F)F)(C(F)(F)F)N=C(CC(C)C)N3)cc1	2%	-2	138	4%	2
3	CC(=O)c1[nH]c(C)c(C(C)=O)c1C	-10%	-2	173	-2%	2
4	Cc1ccc(-c2nnc(-c3cccc(NC(=O)c4cccs4)c3)o2)cc1	-14%	-5	113	-7%	5
5	CC(C)(C)c1cc(C(=O)O)nn1-c1ccccc1	-42%	2	191	-1%	-2
6	Cc1cc(C)c2cc(CN(Cc3nnnn3Cc3ccc(F)cc3)C3CCCC3)c(=O)[nH]c2c1	-15%	-10	150	6%	11
7	CC(C)OC(=O)CCNc1n[nH]c(=O)[nH]c1=O	13%	-8	117	-13%	8
8	CCOC(=O)CC(=O)CSc1nc2c(c(C)c1C#N)CCC2	-7%	-10	71	-2%	10
9	Cc1c(C(O)CN2CCC(C(N)=O)CC2)c2ccccc2n1C (configuration not stated)	2%	10	163	9%	-10
10	COc1ccc(NC(=O)Cn2c(-c3ccc(OC)cc3)cn(-c3ccc(C)cc3)c2=O)cc1	-15%	-6	200	-52%	6
11	CCC(C)(C)NC(=O)C(c1cccn1C)N(Cc1ccc(C)cc1)C(=O)Cn1nnc2ccccc21 (configuration not stated)	36%	14	85	1%	-14
12	COc1ccc(CNC(=O)C2CCN(C(=O)N3CCOc4ccc(C)cc43)CC2)cc1	-37%	-17	108	-7%	17

cpd	NFkB transloc pot cell count 2 µM	MRP resist rev	MRP resist rev cytotoxicity	MRP resist rev with doxorubicin
1	146	8	108	100
2	138	.	.	.
3	173	-2	94	96
4	113	.	.	.
5	191	-25	86	111
6	150	2	65	63
7	117	2	106	103
8	71	-10	12	22
9	163	-20	90	109
10	200	15	103	87
11	85	-1	60	60
12	108	.	.	.

# New compounds follow.
cpd	SMILES	PLAP inhibitors HTS	IL1B NFkB inh	IL1B NFkB inh cell count 2 µM	Bcl-B displacement	NFkB transloc pot
13	CC(=O)Nc1sc2c(c1CN1CCN(c3ccc(F)cc3)CC1)CCCC2	8%	-14	163	12%	14
14	CCOC(=O)C1CCN(c2nc3ccccc3nc2C(C#N)C(=O)OC(C)C)CC1 (configuration not stated)	8%	5	166	10%	-5
15	Cc1cccc(N2C(=O)C3C4C=CC(C4)C3C2=O)c1 (configuration not stated)	15%	-15	102	-8%	15
16	CCCCCCSC1=C(C#N)C(c2ccccc2)CC(=O)N1 (configuration not stated)	-6%	-8	108	-4%	8
17	Cc1cc(CN(C)C)c(O)c(C2(C)CCCCC2)c1	-20%	-4	150	-5%	4
18	Cc1nnc(NC(=O)CC(CN(C)S(=O)(=O)c2ccccc2)c2ccccc2)s1 (configuration not stated)	-15%	-6	141	-9%	6
19	COc1ccc(CC2CCOC2=O)cc1 (configuration not stated)	9%	-36	206	-10%	36
20	COc1cccc(OC)c1C(=O)Nn1c(C2CCC2)nc2ccccc2c1=O	-1%	0	185	-5%	0
21	CC1CN(S(=O)(=O)Cc2ccccc2)CC(C)O1 (configuration not stated)	3%	.	.	-7%	.
22	O=C(CCC(=O)N(CC(=O)NC1CCCC1)C1CCCC1)Nc1ccccn1	-60%	-127	169	1%	127*
23	CCn1c(/C=C/c2ccccc2)nc2ccccc21	10%	-22	109	0%	22
24	CCc1nnc(NC(=O)CCC(=O)NCc2ccccc2OC)s1	-16%	0	185	-9%	-1

cpd	NFkB transloc pot cell count 2 µM	MRP resist rev	MRP resist rev cytotoxicity	MRP resist rev with doxorubicin
13	163	11	92	81
14	166	-7	61	68
15	102	-9	92	100
16	108	1	100	99
17	150	10	115	105
18	141	-3	87	90
19	206	12	106	94
20	185	15	110	95
21	.	1	94	93
22	169*	-1	99	99
23	109	.	.	.
24	185	-9	94	103

# Later entries
cpd	SMILES	PLAP inhibitors HTS	IL1B NFkB inh	IL1B NFkB inh cell count 2 µM	Bcl-B displacement	NFkB transloc pot
25	Cc1ccc(N2C(=O)SC(N(CC(=O)O)c3cccc(C)c3)C2=O)cc1 (configuration not stated)	-13%	-2	121	10%	2
26	CC(=O)NNC(=O)C(O)(c1ccccc1)c1ccccc1	-67%	-10	113	-5%	10
27	c1ccc(-n2ncc3c2ncn2nnnc32)cc1	-9%	-12	132	-6%	12
28	CCCC(=O)NC(Nc1cccc(C(F)(F)F)c1)C(Cl)(Cl)Cl (configuration not stated)	3%	-2	96	12%	2
29	CCN1C(=O)C(O)(CC(=O)c2ccc3c(c2)OCCO3)c2ccccc21 (configuration not stated)	-26%	.	.	3%	.
30	Cc1nnc(SCSc2nnc(C)s2)s1	5%	.	.	-1%	.
31	COc1cc(C2c3c(oc4c(C)cc(C)cc4c3=O)C(=O)N2Cc2cccnc2)cc(OC)c1OC (configuration not stated)	.	2	144	.	-2
32	Cc1cc(NC(=O)CSc2nc3ccc(Cl)cc3[nH]2)no1	-167%	-15	191	-6%	15
33	CCc1nc(SCC(=O)Nc2ccc3c(c2)OCCO3)c2oc3ccccc3c2n1	0%	-8	92	-8%	8
34	Cc1noc(C)c1COC(=O)c1cc(=O)[nH]c2ccccc12	-63%	-8	172	6%	7
35	CC(NC(=O)c1cnc2n(c1=O)CCS2)c1ccccc1 (configuration not stated)	-14%	12	58	11%	-10
36	O=C(Nc1ccc(F)cc1F)c1cc(-c2ccco2)on1	8%	0	190	-2%	0

cpd	NFkB transloc pot cell count 2 µM	MRP resist rev	MRP resist rev cytotoxicity	MRP resist rev with doxorubicin
25	121	-9	82	91
26	113	.	.	.
27	132	-6	106	112
28	96	.	.	.
29	.	-1	103	103
30	.	-8	84	92
31	144	6	92	85
32	191	8	94	86
33	92	0	1	1
34	172	16	89	73
35	58	3	92	89
36	190	.	.	.

# Carrying on:
cpd	SMILES	PLAP inhibitors HTS	IL1B NFkB inh	IL1B NFkB inh cell count 2 µM	Bcl-B displacement	NFkB transloc pot
37	Cc1sc(NC(=O)c2sc3nc4c(C)cccc4cc3c2N)c(C#N)c1C	-14%	5	162	-44%	-5
38	Cc1noc(C)c1CSCC(=O)NC1=NCCS1	10%	-18	118	-7%	18
39	Cc1ccc(N2C(=O)c3ccccc3C2=O)cc1Cl	1%	-1	203	4%	1
40	COc1cc(CNc2ccccc2SC)ccc1O	-36%	4	119	-13%	-4
41	N/C(=N\OC(=O)CCCCCN1C(=O)c2ccccc2C1=O)c1ccccc1	-3%	-5	106	0%	5
42	Cc1sc2ncnc(NCC(c3ccco3)N(C)C)c2c1C (configuration not stated)	.	2	111	-9%	-2
43	CCC(Sc1nncn1C)C(=O)Nc1nnc(-c2ccccc2Cl)s1 (configuration not stated)	-2%	2	43	-4%	-2
44	C=CCOc1c(OC)cc(Cl)cc1C1NC(=O)NC(C)=C1C(C)=O (configuration not stated)	11%	0	101	-6%	0
45	CS(=O)(=O)N(CC(=O)Nc1cccc(Cl)c1)c1ccccc1Cl	6%	-36	138	-6%	36
46	COc1cc(NC(=O)C(C)C)ccc1NC(=O)c1ccco1	12%	8	149	-12%	-8
47	CCN1CCN(Cc2ccc(NC(=O)Nc3ccccc3Cl)cc2)CC1	4%	.	.	-7%	.
48	O=C(O)C1CCCCC1C(=O)Nc1ccc(Cl)cc1 (configuration not stated)	1%	-2	172	-1%	2

cpd	NFkB transloc pot cell count 2 µM	MRP resist rev	MRP resist rev cytotoxicity	MRP resist rev with doxorubicin
37	162	.	.	.
38	118	7	80	73
39	203	-4	89	93
40	119	-58	27	85
41	106	.	.	.
42	111	-22	64	85
43	43	3	88	85
44	101	-5	75	81
45	138	-6	91	97
46	149	-9	92	101
47	.	7	88	80
48	172	-11	94	105

# New compounds follow:
cpd	SMILES	PLAP inhibitors HTS	IL1B NFkB inh	IL1B NFkB inh cell count 2 µM	Bcl-B displacement	NFkB transloc pot
49	O=C(CSCC(=O)Nc1ccccc1)N/N=C/c1c(O)ccc2ccccc12	-37%	-4	116	-24%	4
50	CCOC(=O)c1c(=O)n(O)c2ccc(C)cc2[n+]1[O-]	13%	4	129	82%	-4
51	O=C(CCCc1c[nH]c2ccccc12)N1CCN(c2ccc(N3CCOCC3)nn2)CC1	-74%	-9	141	3%	9
52	Cc1csc(NC(=O)CCC(=O)N(CC(=O)NC2CCCC2)Cc2ccco2)n1	-18%	-8	126	2%	8

cpd	NFkB transloc pot cell count 2 µM	MRP resist rev	MRP resist rev cytotoxicity	MRP resist rev with doxorubicin
49	116	.	.	.
50	129	15	88	73
51	141	-11	76	87
52	126	.	.	.

# 17 compounds from above, sorted by number of heavy atoms, high to low.
cpd	SMILES	PLAP inhibitors HTS	IL1B NFkB inh	IL1B NFkB inh cell count 2 µM	Bcl-B displacement	NFkB transloc pot
11	CCC(C)(C)NC(=O)C(c1cccn1C)N(Cc1ccc(C)cc1)C(=O)Cn1nnc2ccccc21 (configuration not stated)	36%	14	85	1%	-14
10	COc1ccc(NC(=O)Cn2c(-c3ccc(OC)cc3)cn(-c3ccc(C)cc3)c2=O)cc1	-15%	-6	200	-52%	6
2	COc1ccc(-n2c3c(c(=O)[nH]c2=O)C(C(F)(F)F)(C(F)(F)F)N=C(CC(C)C)N3)cc1	2%	-2	138	4%	2
12	COc1ccc(CNC(=O)C2CCN(C(=O)N3CCOc4ccc(C)cc43)CC2)cc1	-37%	-17	108	-7%	17
14	CCOC(=O)C1CCN(c2nc3ccccc3nc2C(C#N)C(=O)OC(C)C)CC1 (configuration not stated)	8%	5	166	10%	-5
52	Cc1csc(NC(=O)CCC(=O)N(CC(=O)NC2CCCC2)Cc2ccco2)n1	-18%	-8	126	2%	8
22	O=C(CCC(=O)N(CC(=O)NC1CCCC1)C1CCCC1)Nc1ccccn1	-60%	-127	169	1%	127*
4	Cc1ccc(-c2nnc(-c3cccc(NC(=O)c4cccs4)c3)o2)cc1	-14%	-5	113	-7%	5
43	CCC(Sc1nncn1C)C(=O)Nc1nnc(-c2ccccc2Cl)s1 (configuration not stated)	-2%	2	43	-4%	-2
44	C=CCOc1c(OC)cc(Cl)cc1C1NC(=O)NC(C)=C1C(C)=O (configuration not stated)	11%	0	101	-6%	0
9	Cc1c(C(O)CN2CCC(C(N)=O)CC2)c2ccccc2n1C (configuration not stated)	2%	10	163	9%	-10
46	COc1cc(NC(=O)C(C)C)ccc1NC(=O)c1ccco1	12%	8	149	-12%	-8
36	O=C(Nc1ccc(F)cc1F)c1cc(-c2ccco2)on1	8%	0	190	-2%	0
40	COc1cc(CNc2ccccc2SC)ccc1O	-36%	4	119	-13%	-4

cpd	NFkB transloc pot cell count 2 µM	MRP resist rev	MRP resist rev cytotoxicity	MRP resist rev with doxorubicin
11	85	-1	60	60
10	200	15	103	87
2	138	.	.	.
12	108	.	.	.
14	166	-7	61	68
52	126	.	.	.
22	169*	-1	99	99
4	113	.	.	.
43	43	3	88	85
44	101	-5	75	81
9	163	-20	90	109
46	149	-9	92	101
36	190	.	.	.
40	119	-58	27	85

cpd	SMILES	PLAP inhibitors HTS	IL1B NFkB inh	IL1B NFkB inh cell count 2 µM	Bcl-B displacement	NFkB transloc pot
27	c1ccc(-n2ncc3c2ncn2nnnc32)cc1	-9%	-12	132	-6%	12
30	Cc1nnc(SCSc2nnc(C)s2)s1	5%	.	.	-1%	.
3	CC(=O)c1[nH]c(C)c(C(C)=O)c1C	-10%	-2	173	-2%	2

cpd	NFkB transloc pot cell count 2 µM	MRP resist rev	MRP resist rev cytotoxicity	MRP resist rev with doxorubicin
27	132	-6	106	112
30	.	-8	84	92
3	173	-2	94	96
